Glioma ERSR ind = induces the endoplasmic reticulum stress response in human glioma cells | U87-MG GRP78 promoter luciferase reporter, 16 h | Potency, µM, for the others: top-dose activation, actives largely listed as activators | 0.02% of 420,000 active | AID 602332; also: potency is read from the fitted curve at half-maximal effect; series mostly up to about 76 µM; % of control where 0% means no effect; nearly all actives have a fitted effect of over 35% in size
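Stably transfected U87-MG glioma cells carrying a GRP78-based luciferase sensor; 16 h compound incubation. Luminescence end-point read 10 min after Bright-Glo addition at room temperature.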
LDHA block = blocks human lactate dehydrogenase A; P00338; 0.15% of 480,000 active; activity change, % (values are at about 110 or 230 µM); purified LDHA, NADH/diaphorase-resazurin fluorescence; hits give low values; in the data active = activity change below about -30%; inconclusive = mostly about -25% to -30%;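 also: plate controls were DMSO wells for no effect and wells without enzyme for full effect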
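Enzyme activity of human lactate dehydrogenase 5 (2 nM; 0.06 mM NADH, 0.2 mM pyruvate, 5 min, RT) is measured via a resazurin/diaphorase fluorescence readout of residual NADH.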
POLI inh = inhibitors of human DNA polymerase iota | Pol iota fluorescent replication assay, 10 min | Potency, µM (doses to about 115 µM), for inactives: at the top dose activity, negative = inhibition, actives largely listed as inhibitors | Q9UNA4 | 1% of 390,000 active; also: potency is read from the fitted curve at half-maximal effect
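Pol iota at 10 nM preincubated 15 min with compounds at room temperature; reaction started with fluorescent substrate, 50 nM final. Fluorescence read kinetically at 0 and 10 min; buffer-only wells as negative control.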
Anesthetic bind = binds horse apoferritin like a general anesthetic; P02791; apoferritin/1-aminoanthracene competitive binding, fluorescence; Potency, µM (doses to about 77.5 µM), for inactives: at the top dose activity change, negative = displacement, hits mostly inhibitors; 0.074% of 350,000 active; also: potency is read from the fitted curve at half-maximal effect; % is scaled to controls: 0 for no effect and ±100 for the full control effect; nearly all actives have a fitted effect of over 20% in size
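Horse-spleen apoferritin (10 uM) in 50% saturated 1-aminoanthracene in PBS was incubated 10 min at room temperature with compound. Fluorescence (ex 380, em 535 nm) was normalized to free and bound 1-AMA, with concentration-response fitted by a four-parameter Hill equation.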
POLB inh = blocks human DNA polymerase beta activity; P06746; AID 485314; 1.3% of 340,000 active; Potency, µM (top dose mostly 114 µM), for inactives: top-dose activity change, negative = inhibition, hits mostly inhibitors; Pol beta primer extension/strand displacement, fluorescence kinetic; also: potency is read from the fitted curve at half-maximal effect; % is scaled to controls: 0 for no effect and ±100 for the full control effect
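Pol beta (10 nM) was preincubated with compound for 15 min at room temperature. The reaction was then started with 50 nM substrate and read immediately and after a further 10 min at room temperature.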
BLM inh = Bloom syndrome helicase (human) inhibition; P54132; recombinant BLM DNA unwinding, fluorescence dequenching; Potency, µM (doses to about 56.1 µM), inactives show at the top dose activity change, negative = inhibition, hits mostly inhibitors; 0.2% of 350,000 active; AID 2528;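 also: potency is read from the fitted curve at half-maximal effect; plate controls were vehicle for no effect and no enzyme for full effect; nearly all actives have a fitted effect of over 35% in size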
Target sequence (P54132 whole entry, looked up): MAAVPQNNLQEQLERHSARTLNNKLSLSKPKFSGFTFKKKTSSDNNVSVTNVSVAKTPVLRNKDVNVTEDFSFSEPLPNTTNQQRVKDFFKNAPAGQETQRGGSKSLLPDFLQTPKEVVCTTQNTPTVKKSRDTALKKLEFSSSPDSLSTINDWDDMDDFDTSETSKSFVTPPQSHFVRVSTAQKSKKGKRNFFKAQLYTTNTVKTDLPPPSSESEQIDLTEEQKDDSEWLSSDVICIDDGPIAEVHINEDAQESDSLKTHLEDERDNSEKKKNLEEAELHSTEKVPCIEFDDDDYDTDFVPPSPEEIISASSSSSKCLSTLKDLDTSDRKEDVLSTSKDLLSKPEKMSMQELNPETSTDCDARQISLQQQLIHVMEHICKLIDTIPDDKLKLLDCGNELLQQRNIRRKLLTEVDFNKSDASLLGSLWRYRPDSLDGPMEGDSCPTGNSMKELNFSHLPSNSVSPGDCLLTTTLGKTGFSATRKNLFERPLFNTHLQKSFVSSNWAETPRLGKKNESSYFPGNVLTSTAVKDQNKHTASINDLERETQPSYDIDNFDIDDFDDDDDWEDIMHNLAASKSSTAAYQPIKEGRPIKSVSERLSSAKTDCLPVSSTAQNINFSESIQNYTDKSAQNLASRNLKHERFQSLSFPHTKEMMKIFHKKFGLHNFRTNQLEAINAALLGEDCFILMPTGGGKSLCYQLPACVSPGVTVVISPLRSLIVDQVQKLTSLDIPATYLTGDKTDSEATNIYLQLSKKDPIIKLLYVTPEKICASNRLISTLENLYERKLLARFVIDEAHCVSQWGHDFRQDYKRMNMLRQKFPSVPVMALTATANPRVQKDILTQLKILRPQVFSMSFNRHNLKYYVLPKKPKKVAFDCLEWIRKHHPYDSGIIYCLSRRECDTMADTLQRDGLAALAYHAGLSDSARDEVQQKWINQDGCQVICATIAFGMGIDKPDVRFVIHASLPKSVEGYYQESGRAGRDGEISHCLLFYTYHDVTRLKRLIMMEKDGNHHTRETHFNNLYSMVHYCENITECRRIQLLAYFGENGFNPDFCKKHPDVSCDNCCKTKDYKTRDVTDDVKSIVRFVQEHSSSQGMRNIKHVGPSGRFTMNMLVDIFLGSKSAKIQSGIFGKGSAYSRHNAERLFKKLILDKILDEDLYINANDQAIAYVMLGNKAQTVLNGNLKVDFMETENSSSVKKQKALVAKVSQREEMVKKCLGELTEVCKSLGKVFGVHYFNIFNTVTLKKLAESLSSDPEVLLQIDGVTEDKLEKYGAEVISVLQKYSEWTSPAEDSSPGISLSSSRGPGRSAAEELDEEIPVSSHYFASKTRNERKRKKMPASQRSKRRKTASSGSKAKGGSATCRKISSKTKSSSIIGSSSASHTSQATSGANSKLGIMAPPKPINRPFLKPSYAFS
APEX1 inh = blocks human APE1 abasic DNA cleavage | Potency, µM (top dose mostly 65.8 µM), for the others: top-dose activity change, negative = inhibition, actives largely listed as inhibitors | 0.35% of 350,000 active | P27695 | recombinant APE1, TAMRA/BHQ-2 abasic DNA cleavage fluorescence;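 also: potency is read from the fitted curve at half-maximal effect; plate controls were vehicle for no effect and reference inhibitor for full effect; nearly all actives have a fitted effect of over 55% in size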
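Enzyme (0.75 nM final) and test compound are incubated 15 min at room temperature before adding 50 nM quenched THF abasic-site duplex. Cleavage dequenches TAMRA, followed at 525/598 nm over three reads one minute apart.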
Pol kappa inh = DNA polymerase kappa (human) inhibition; Q9UBT6; purified Pol kappa, fluorescent DNA synthesis assay, 10 min; Potency, µM (highest dose often 107 µM), for inactives: at the top dose activity, negative = inhibition, hits mostly inhibitors; 0.53% of 400,000 active; AID 588579; also: potency is read from the fitted curve at half-maximal effect; % is scaled to controls: 0 for no effect and ±100 for the full control effect
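50 nM final substrate added after 15 min RT preincubation of 10 nM Pol kappa with compound; fluorescence read at 0 and 10 min.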
POLH inh = inhibitors of human DNA polymerase eta; Q9Y253; recombinant Pol eta, fluorescent DNA replication assay; Potency, µM (titrated, usually from 114 µM), inactives show at the top dose activity change, negative = inhibition, hits mostly inhibitors; 1.2% of 390,000 active; AID 588591; also: potency is read from the fitted curve at half-maximal effect; % is scaled to controls: 0 for no effect and ±100 for the full control effect
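Pol eta at 10 nM preincubated with compounds 15 min at room temperature; reaction started with fluorescent substrate (50 nM final) and read kinetically at 0 and 10 min.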
* = called active by the depositor; u = inconclusive; x = no result given; & = joins results of further samples; [ ] = another dose, or the depositor's remark. Unless noted, calls follow the shape of the dose curve; as a rule, active = well fitted curve in the direction sought with a large enough effect; inconclusive = small, poorly fitted or top-dose-only effect, or another doubt; inactive = no such curve, though single readings can be large; an effect the other way counts as inactive or inconclusive.

SMILES	Glioma ERSR ind	LDHA block	POLI inh	Anesthetic bind	POLB inh	BLM inh	APEX1 inh	Pol kappa inh	POLH inh
Cc1ccc(NC(=O)CSc2nncn2-c2ccccn2)cc1Cl	-5%	-3	24%	1%	4%	-5%	-17%	0%	-8%
COc1ccc(C(=O)NNc2ncnc3c2cnn3-c2ccc(C)cc2C)cc1	-1%	-1	-16%	-20%	2%	-5%	x	-5%[60.1 µM]	-6%
CC(=O)N1CCN(c2ccc(NC(=O)c3ccc([N+](=O)[O-])cc3Cl)cc2)CC1	1%	1	0%	1%	48%	2%	27%	-8%	0%
C=CCSc1nnc(-c2cc3c(s2)-c2ccccc2CC3)o1	4%	-1	-5%	29%	2%	-3%	-5%	-27%	-18%
Cc1cc(C)c(-c2c(O)c3ccccc3n(C)c2=O)c(C)c1	0%	-9	-12%	x	x	x	x	-4%	-7%
FC(F)(F)c1ccccc1-n1c(-c2ccco2)n[nH]c1=S	-9%	-17	20%	-8%	34%	1%	12%	-2%	-9%
COc1ccc(/C=C2\SC(=S)N(CC(=O)NC3C=CS(=O)(=O)C3)C2=O)cc1 (stereo unspecified)	2%	-6	-1%	-7%	-13%	-3%	57%[activator]	10%	-1%
O=c1[nH]c2ccccc2n2c(C(F)(F)F)nnc12	-3%	-8	33%[activator]	-1%	52%	-2%	6%	12%	-14%
COc1cccc(OCCc2c(C)n[nH]c2C)c1	1%	-5	24%	-18%	8%	1%	-4%	-2%	-11%
Cc1ccc(Nc2oc(C)nc2C#N)cc1	6%	-6	35%[activator]	-19%	21%	2%	1%	-6%[60.1 µM]	-14%
O=C(c1ccc2nc(Cc3cccc(Cl)c3)oc2c1)N1CCC[C@H]1CO	-1%	-5	-1%	-22%	1%	1%	1%	-2%	-1%
O=C(CCS(=O)(=O)c1ccccc1)Nc1cccc2c1C(=O)NC2=O	-1%	-3	135%[activator]	2%	u	-3%	8%	-5%	-15%
O=C(COC(=O)Cc1ccc(-c2ccccc2)cc1)NCc1ccccc1	-4%	-1	10%	-2%	-8%	-4%	-4%	3%	0%
COc1ccc(-c2ccc(CCC(=O)O)n2CC(C)C)cc1	-4%	-1	u	80%[activator]	-25%	-1%	-1%	-9%	0%
O=[N+]([O-])c1ccc(-n2nncc2-c2ccc(Cl)cc2)cc1	-1%	-6	3%	u	2%	-4%	0%	-12%	0%
CC(=O)c1cccc(NC(=O)C(NC(C)C)c2ccccc2)c1 (stereo unspecified)	-4%	-5	137%[activator]	-11%	14%	4%	14%	0%	-20%
CC1=NN(C(=O)Cc2ccccc2)C(O)(c2cccnc2)C1 (stereo unspecified)	-1%	4	u	8%	-18%	-4%	1%	7%	-7%
CSc1ncccc1C(=O)OCc1cccc([N+](=O)[O-])c1	0%	-1	-19%	-6%	-27%	-8%	-3%	-3%	-15%
Cc1c(CC(=O)O)c(=O)oc2cc3c(cc12)CCC(C)(C)O3	-4%	-5	-10%	9%	24%	-2%	37%	-7%	-8%
N#Cc1ccc(OCC(O)CN2CCN(CC(O)COc3ccc(C#N)cc3)CC2)cc1 (stereo unspecified)	-1%	-8	31%[activator]	9%	6%	-1%	-2%	-16%	-10%
CCOC(=O)CNC(=O)/C=C/c1ccc2c(c1)OCO2	-1%	-7	12%	-4%	-6%	-1%	-3%	1%	9%
Cc1cc2c(cc1C)NC(c1cccnc1)C1=C(CC(C)(C)CC1=O)N2 (stereo unspecified)	7%	-3	2%	-17%	-18%	-8%	-5%	1%	-5%
Cc1ccc(S(=O)(=O)Cc2ccc(C(=O)N3CCCCC3C)cc2)cc1 (stereo unspecified)	-1%	2	-15%	-14%	-22%	-2%	22%	-9%	-24%
Cc1ccc(/C=C2\C(=O)NC(=O)N2C)o1	-1%	0	-1%	-17%	6%	-8%	58%[activator]	-8%	-4%
CN(c1ccccc1)S(=O)(=O)c1ccc(NC(=O)c2ccc(-c3ccccc3)cc2)cc1	-4%	2	-18%[58.9 µM]	-16%	26%	-10%	-2%	1%	-10%
Cc1ccc2oc(C(=O)N3CCC(C(N)=O)(N4CCCCC4)CC3)c(C)c2c1	-4%	2	24%	-5%	7%	-1%	17%	3%	-10%
Cc1cccc(OCC(=O)Nc2ccccc2OCc2cc(=O)n3ccccc3n2)c1	-3%	4	33%[activator]	-19%	11%	1%	x	1%[60.1 µM]	-17%
CN(C)CCN(CC1CCCN(Cc2ccccc2F)C1)C(=O)c1ccc(Cl)cc1 (stereo unspecified)	-1%	1	22%	-9%	-1%	5%	30%	4%	-18%
Cc1ccc(CNS(=O)(=O)c2c(C)[nH]c(C)c2C(=O)N2CCCC2)cc1	-4%	-2	-5%	3%	1%	1%	11%	12%	-14%
Fc1ccc(N2CCN(C(=S)NCC3CCCO3)CC2)cc1 (stereo unspecified)	-1%	-4	42%[activator]	-7%	22%	-2%	3%	5%	-5%
NCC(=O)NCC(=O)NC[C@H]1O[C@@H](n2ccc(=O)[nH]c2=O)[C@H](O)[C@@H]1O	0%	-4	u	x	x	x	x	-24%	-7%
CCOc1ccc(CNC(=O)c2cc(-c3ccc(Cl)s3)nc3ccccc23)cc1	-2%	-10	15%	2%	2%	-5%	x	2%	-8%
Cc1ccccc1Nc1nc2ccccc2s1	9%	1	15%	u	18%	-5%	1%	-5%	-20%
Cc1nn(-c2ccccc2)c2c1N(CC(=O)NCc1ccc(N(C)C)cc1)C(=O)CS2	-4%	-1	-18%	-1%	20%	-4%	x	7%	-3%
O=C(C[n+]1cccc(Cl)c1)c1ccc(F)cc1	2%	5	17%	x	x	x	x	-16%	x
COc1ccc(NC(=O)c2cccc3c(=O)c4c([nH]c23)CCCC4)cc1	-2%	-4	14%	-5%	23%	-7%	x	5%	2%
O=C(CCCn1nnc(-c2cccnc2)n1)c1ccc(F)cc1	-1%	-17	-2%	-16%	33%[activator]	2%	-3%	-8%	-2%
O=C(c1cccc(Cl)c1)N1CCCC(c2ccc(Cl)cc2)=N1	-3%	-1	18%	u	8%	-13%	-6%	-4%[60.1 µM]	2%
CCOc1ccc(N2C(=O)CC(N3CCN(c4ccc(C(=O)c5ccncc5)cc4)CC3)C2=O)cc1 (stereo unspecified)	3%	-1	3%	x	x	x	x	-19%	-7%
O=C(CSc1nc(NS(=O)(=O)c2ccccc2)cc(=O)[nH]1)Nc1ccccc1C(F)(F)F	-6%	-5	4%	-2%	3%	-1%	11%	-4%	-3%
CN(C)CC(C)(C)CNS(=O)(=O)c1ccc(OC(F)(F)F)cc1	-5%	-1	118%[activator]	-7%	24%	-1%	4%	-12%	-22%
COc1ccc(C2=C(N3CCN(c4cc(C)ccc4C)CC3)c3ccccc3C2=O)cc1	-2%	-5	36%[activator]	-9%	0%	-8%	x	16%	-18%
COc1cccc(/C=C(\C(=O)O)c2ccccc2)c1	0%	-4	53%[activator]	-4%	0%	2%	-4%	2%	-12%
Cc1ccc(S(=O)(=O)N(Cc2ccc(F)cc2)Cc2ccco2)cc1	0%	-3	u	55%[activator]	31%	-14%	-4%	-11%	-12%
COc1ccc(C(=O)O/N=C(/c2ccccc2)c2ccncc2)cc1OC	1%	-10	u	-7%	u	-6%	17%	-4%	-9%
O=C1CCC/C=C\C[C@H](CC(=O)N(CCO)Cc2ccccc2)C(=O)N2CCC[C@@H]2CO1	1%	-7	12%	x	x	x	-1%	-19%	-19%
Cc1ccccc1C(=O)O/N=C(\N)c1cccc([N+](=O)[O-])c1	6%	0	-23%	-10%	u	-1%	3%	0%	-9%
CCCSc1nnc(NC(=O)CSc2nc3[nH]c(=O)cc(O)c3s2)s1	-1%	1	35µM*	x	x	x	-13%	-29%	56µM*

Entries above containing a thiophene ring, fused or not:
SMILES	Glioma ERSR ind	LDHA block	POLI inh	Anesthetic bind	POLB inh	BLM inh	APEX1 inh	Pol kappa inh	POLH inh
C=CCSc1nnc(-c2cc3c(s2)-c2ccccc2CC3)o1	4%	-1	-5%	29%	2%	-3%	-5%	-27%	-18%
CCOc1ccc(CNC(=O)c2cc(-c3ccc(Cl)s3)nc3ccccc23)cc1	-2%	-10	15%	2%	2%	-5%	x	2%	-8%

Next structures.
SMILES	Glioma ERSR ind	LDHA block	POLI inh	Anesthetic bind	POLB inh	BLM inh	APEX1 inh	Pol kappa inh	POLH inh
Cc1cc(=O)n2[nH]nnc2n1	2%	0	5%	5%	u	-3%	3%	12%	-8%
Cc1ccc(S(=O)(=O)N(C)C)cc1NC(=O)COC(=O)c1c(-c2ccccc2)noc1C	-1%	-4	16%	x	x	x	-15%	-6%	-9%
CCC(=O)c1c[nH]c(C(=O)NCc2cccnc2)c1	1%	-5	26%	-5%	-2%	-2%	5%	-4%	0%
COc1ccc(C(=O)Nc2cccc(-c3nc4cccnc4s3)c2C)c(OC)c1	-3%	-1	79µM*	43%[activator]	2%	-2%	x	u	-4%
CCCCn1nc2cc(C(=O)NCC34CC5CC(CC(C5)C3)C4)ccc2c1OC	0%	1	u	u	5%	-7%	1%	2%	-19%
O=C(O)CC1Sc2ccccc2NC1=O (stereo unspecified)	-4%	-2	2%	-10%	66%	3%	12%	-3%	-10%
CC(=O)Nc1ccc(S(=O)(=O)NC(CC(=O)O)c2ccc(C)cc2)cc1 (stereo unspecified)	-4%	-7	18%	-1%	14%	2%	0%	-15%	-19%
CCOC(=O)Cc1csc(NC(=O)c2cc3ccccc3o2)n1	-2%	-2	-4%	-17%	3%	1%	-3%	-13%	-6%
N#C/C(=C(/N)Sc1ccc(N)cc1)c1ccccc1C(F)(F)F	1%	x	x	u	x	-13%&-10%	11%&-10%	2%[60.1 µM]	x

One compound at a time, as listed above. Values in the order: Glioma ERSR ind | LDHA block | POLI inh | Anesthetic bind | POLB inh | BLM inh | APEX1 inh | Pol kappa inh | POLH inh
N#C/C(=C(/N)Sc1ccc(N)cc1)c1ccccc1C(F)(F)F is entered as 1% | x | x | u | x | -13%&-10% | 11%&-10% | 2%[60.1 µM] | x
O=C(CCS(=O)(=O)c1ccccc1)Nc1cccc2c1C(=O)NC2=O is entered as -1% | -3 | 135%[activator] | 2% | u | -3% | 8% | -5% | -15%
O=C(c1cccc(Cl)c1)N1CCCC(c2ccc(Cl)cc2)=N1 is entered as -3% | -1 | 18% | u | 8% | -13% | -6% | -4%[60.1 µM] | 2%

A portion of the library; the hit share may differ from the screen's.
